Compound activity (PubChem BioAssay)
ROMK mod: modulators of human ROMK potassium channel; Tet-inducible ROMK, thallium flux fluorescence; actives lie on both sides; B-score at 10 µM; 130,000 compounds, 2% hits; P48048;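 active = signal ratio slope over the read window, or its plate-corrected B-score, at least 3 SD from the plate mean, either direction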;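 note: B-score of the F/F0 ratio slope over 7 to 12 s after thallium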
Target sequence (P48048 whole entry, looked up): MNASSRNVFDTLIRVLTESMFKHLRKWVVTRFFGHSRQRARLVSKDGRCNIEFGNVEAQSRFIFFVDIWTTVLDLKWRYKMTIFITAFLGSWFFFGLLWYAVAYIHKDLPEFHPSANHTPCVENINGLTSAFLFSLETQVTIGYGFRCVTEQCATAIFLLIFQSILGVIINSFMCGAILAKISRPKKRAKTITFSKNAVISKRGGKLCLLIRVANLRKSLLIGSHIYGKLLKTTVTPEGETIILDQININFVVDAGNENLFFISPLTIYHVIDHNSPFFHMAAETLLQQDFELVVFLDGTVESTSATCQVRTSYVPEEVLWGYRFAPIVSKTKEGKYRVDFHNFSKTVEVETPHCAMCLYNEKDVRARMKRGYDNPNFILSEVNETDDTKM
PPARg SRC-2 ag: promotes SRC-2 coactivator recruitment by human PPARgamma; 200,000 compounds, 0.34% hits; AID 1032; PPARgamma LBD-SRC-2 recruitment, biochemical; P37231; activation, % at 8 µM; in the data active = activation above about 22%;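 note: 0% = vehicle and 100% = reference agonist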
TLR4 MyD88 comp: blocks binding of human TLR4 to MyD88; 200,000 compounds, 0.18% hits; HeLa CL3-4 TLR4/MyD88 BLA complementation, FRET ratio; inhibition, % at 8.4 µM; AID 861; O00206+Q99836; in the data active = inhibition above about 25%;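 note: 0% = vehicle and 100% = reference inhibitor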
STAT3 blocker: inhibitors of IL-6 induced STAT3 signaling; inhibition, % at 5.5 µM; 190,000 compounds, 0.89% hits; U3A cells, IL-6 STAT3-luciferase reporter, luminescence; host cell line lacks STAT1; AID 862;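 active = inhibition above the mean inhibition across all screened compounds plus 3 SD, cut at about 44% in these data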;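 note: 0% = DMSO only wells and 100% = 100 µM nifuroxazide control wells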
STAT3 act: activators of IL-6 induced STAT3 signaling. activation (% of control), % at 5.6 µM. U3A cells, IL-6 STAT3-luciferase reporter, luminescence; 100% = signal with IL-6 EC80 alone. 190,000 compounds, 0.91% hits;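 active = activation above the screen-wide mean of compound activation plus 3 SD, cut at about 130% in these data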;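 note: 0% = background luminescence of wells with medium and substrate only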
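Test system: human U3A cells carrying STAT3-luciferase construct; control set: IL-6-only wells as 100% reference; timing: compound pre-incubation 1 h before IL-6, then 6 h stimulation at 37 °C; also added: IL-6 stimulus at 33 ng/mL final; evaluation: % activation versus median of IL-6-stimulated wells; detection: reporter luminescence signal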
PPARg SRC-1 ag: PPARgamma-driven SRC-1 recruitment agonism; P37231; PPARgamma-SRC-1 coactivator recruitment biochemical assay; activation, % at 8 µM; 200,000 compounds, 0.41% hits; AID 631; in the data active = activation above about 19%;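 note: 0% = DMSO and 100% = reference agonist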
SRC2 TRFRET art: counter-screen for PPARgamma SRC-2 recruitment agonists: TR-FRET artefact. hits give high values. TR-FRET ratio at 8 µM. 200,000 compounds, 0.4% hits; in the data active = TR-FRET ratio above about 2000; note: inactives centre near 1500
PPARg SRC-3 ag: PPARgamma-driven SRC-3 recruitment agonism | biochemical PPARgamma/SRC-3 coactivator recruitment assay | 200,000 compounds, 0.26% hits | activation, % at 8 µM | AID 731 | P37231; in the data active = activation above about 23%;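 note: 0% = DMSO and 100% = reference agonist; some compounds past the cut are filed as inactive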
STAT1 blocker: inhibitors of IFN-gamma induced STAT1 signaling. inhibition, % at 5.5 µM. 200,000 compounds, 0.35% hits. NIH 3T3 STAT1-luciferase reporter, luminescence;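 active = inhibition above a set limit, the mean inhibition across all tested compounds plus 3 SD, cut at about 34% in these data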;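 note: 0% = IFN-gamma with DMSO and 100% = IFN-gamma with 300 µM nifuroxazide; values of inactives mirror those of a sister screen read the other way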
S1P3 antag: S1P3 (human) receptor antagonism; AID 485; CHO S1P3 NFAT-BLA reporter, FRET fluorescence, antagonist mode; inhibition, % at 4.98 µM; 170,000 compounds, 0.27% hits; Q99500;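 active = inhibition above the plate cutoff, the mean inhibition of test wells on that plate plus 3 SD, cut at about 28% in these data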;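 note: cells challenged with S1P at its EC80 of 0.8 µM; blue over green emission ratio from cleaved BLA substrate after 4 h stimulation; 0% = S1P-stimulated wells and 100% = unstimulated DMSO-only wells; some compounds past the cut are filed as inactive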
Target sequence (Q99500 whole entry, looked up): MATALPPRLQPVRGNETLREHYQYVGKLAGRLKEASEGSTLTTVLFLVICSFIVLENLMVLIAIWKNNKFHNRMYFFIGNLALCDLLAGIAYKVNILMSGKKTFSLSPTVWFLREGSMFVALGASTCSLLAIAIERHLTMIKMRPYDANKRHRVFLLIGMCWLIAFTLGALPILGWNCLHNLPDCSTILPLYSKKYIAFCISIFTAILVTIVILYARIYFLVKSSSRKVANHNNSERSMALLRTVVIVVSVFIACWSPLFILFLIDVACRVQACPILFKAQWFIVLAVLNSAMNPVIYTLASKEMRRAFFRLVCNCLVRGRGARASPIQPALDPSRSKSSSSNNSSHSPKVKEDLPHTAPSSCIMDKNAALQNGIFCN
RAM network inh: yeast RAM network inhibition | S. cerevisiae dse1pr::URA3 reporter, 5-FOA growth OD615, 2 d; analog-sensitive cbk1-as2 kinase mutant strain | inhibition, % at 50 µM | 190,000 compounds, 1.8% hits;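 active = inhibition above a set limit, 3 SD over mean compound inhibition, cut at about 8.4% in these data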;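 note: 0% = DMSO-only wells with no growth and 100% = 10 µM 1-NA-PP1 full growth; inhibition rescues growth on 5-FOA so higher OD means more RAM inhibition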
Active calls of the source: *; . = no result given.

nr	smiles	ROMK mod	PPARg SRC-2 ag	TLR4 MyD88 comp	STAT3 blocker	STAT3 act	PPARg SRC-1 ag	SRC2 TRFRET art	PPARg SRC-3 ag	STAT1 blocker	S1P3 antag	RAM network inh
1	CCc1c(C)n([O-])c2c([n+]1=O)CCCCC2	.	8	-7	3	101	1	1665	2	-7	-80	0.2
2	COc1ccc(-n2nc([N+](=O)[O-])c(=NCCc3ccc(Cl)cc3)n2O)cc1	-0.5	3	-5	9	98	0	1581	-7	-3	.	2.4
3	Cc1ccc(SCCC(=O)NCC2CCCO2)cc1 (configuration not stated)	.	1	-13	-2	102	-3	1456	-6	-1	-3	0.9
4	CN1C(=O)N(C)C2C1N(CN1CCCCC1)C(=O)N2CN1CCCCC1 (configuration not stated)	.	-4	-2	-7	111	7	1503	5	-4	-42	3.0
5	O=C(CCc1ccc(Oc2cc([N+](=O)[O-])cc([N+](=O)[O-])c2)cc1)Nc1cccc(Cl)c1	.	-3	12	-2	101	-5	1509	2	5	-4	4.9
6	CCCC(=O)Nc1ccc2c(c1)nc(CCNC(=O)c1ccccc1)n2C	0.0038	5	-4	2	104	-3	1355	-7	5	.	1.4
7	O=c1c2sc3ccccc3c2[nH]c(=S)n1CCN1CCOCC1	1.9	7	-12	12	97	11	1700	3	-7	0	0.1
8	O=C(NCCN=C1NS(=O)(=O)c2ccccc21)c1ccncc1	-0.041	10	0	-7	106	1	1512	10	-5	.	1.9
9	CCCCNCCCOc1cccc(Cl)c1Cl	-0.83	1	1	8	98	-2	1336	-2	-2	.	0.3
10	O=C1OCCC1Sc1nc2cc(Cl)ccc2s1 (configuration not stated)	-0.015	-4	7	4	100	-2	1604	-1	-9	-20	0.1
11	CCCn1ncc(CN2CCC(Cc3cccc(F)c3)(C(=O)OCC)CC2)c1C	0.33	1	0	-12	114	-2	1449	-1	0	-2	0.4
12	O=C(CSc1nnc(Cn2c(=O)sc3ccccc32)n1-c1ccccc1)NCC1CCCO1 (configuration not stated)	.	5	2	0	99	-2	1563	6	-2	-19	3.9
13	Nc1ccccc1C#CCCCCO	0.66	-7	-2	4	95	-5	1361	20	-6	16	-1.2
14	CCOC(=O)c1c(NC(=O)C2CCCCC2C(=O)O)sc2c1CCCCC2 (configuration not stated)	0.67	21	-18	9	100	11	1616	12	2	3	6.6
15	Cc1c(C(=O)Nc2ccc(F)cc2)c2ccccn2c1CCc1ccncc1	.	1	6	-32	121	7	1534	-1	11	-4	-0.6
16	CC1CC(C)CN(Cc2nc(N)nc(Nc3ccccc3)n2)C1 (configuration not stated)	.	6	8	-2	102	-2	1455	-6	0	.	1.6
17	Cc1cccc(NC(=S)NCCN2CCOCC2)c1	0.069	9	-4	-6	105	0	1620	-2	4	-2	2.3
18	N#Cc1c(NC(=O)C2CC(c3ccccc3Cl)=NO2)sc2c1CCC2 (configuration not stated)	0.45	5	2	0	106	3	1713	4	-6	.	0.1
19	COc1cccc(C2C3=C(CC(C)(C)CC3=O)Nc3n[nH]c(C)c32)c1 (configuration not stated)	0.27	13	2	18	88	6	1592	4	4	-19	0.1
20	C=CCn1c(SCC(=O)Nc2ccc(-c3nc4ccc(C)cc4s3)cc2)nnc1-c1ccncc1	0.21	0	-5	-14	110	6	1591	1	-34	-4	7.5
21	O=C(CNC(=O)Cn1ccc2ccccc2c1=O)NCCCN1CCN(c2cccc(Cl)c2)CC1	.	3	0	14	91	-1	1655	-4	1	.	1.4
22	CCn1c(CNC(=O)c2ccccc2F)nnc1SCc1nc2ccccc2c(=O)[nH]1	0.01	-1	0	5	98	-2	1460	-1	-6	-10	1.1
23	CC(NC(=O)CCCCCN1C(=O)c2ccccc2C1=O)c1ccc2c(c1)CCCC2 (configuration not stated)	.	-4	2	-10	113	-4	1413	-4	1	.	9.1*
24	CCOC(=O)c1sc(=S)n(-c2cccc(OC)c2)c1N	-0.16	0	5	-4	106	0	1584	-3	-5	.	5.7
25	CN(CC(O)COc1ccccc1F)C1CCCCC1 (configuration not stated)	0.22	-6	10	3	101	7	1516	-2	7	-5	0.1
26	Cc1ccc2nc(-c3ccc(N4C(=O)CC(N5CCC(C(N)=O)CC5)C4=O)cc3)sc2c1 (configuration not stated)	.	-5	-5	-12	106	1	1476	-2	-14	-11	2.6
27	Cc1n[nH]c(=O)nc1NCC1CCCO1 (configuration not stated)	.	-2	-2	-3	106	-3	1465	-1	-3	-32	2.1
28	COC(=O)c1c(C)[nH]c(C(=O)C(C)Sc2nnc(-c3cc(OC)c(OC)c(OC)c3)o2)c1C (configuration not stated)	.	4	-1	17	93	27*	1724	13	-2	-14	0.3
29	Cc1cc(N2CCC(C)CC2)n2ncc(-c3ccccc3)c2n1	0.63	8	0	29	79	-4	1412	-3	-35	13	0.5
30	CC(C)Nc1nc(-c2ccncc2)nc(-c2ccc(Cl)cc2)c1C#N	0.69	1	0	8	95	6	1656	4	2	-8	2.1
31	CC1=NN(c2nc(-c3ccc(C)cc3)cs2)C(=O)C1N=Nc1ccc(C(N)=O)cc1 (configuration not stated)	0.1	2	-5	7	100	3	1573	4	5	-7	12*
32	COc1ccc(N2CCC(CNC(=O)Nc3cccc(OC)c3)C2)cc1 (configuration not stated)	-0.19	3	-11	8	98	12	1619	5	2	.	3.8
33	O=C(COc1ccc(Cl)cc1)NCc1nnc(SCC(=O)N2CCCC2)o1	0.37	7	-11	15	96	0	1613	6	5	-17	0.4
34	CCOC(=O)C1(Cc2cccc(F)c2)CCN(C(=O)c2cnc(C)cn2)CC1	-0.024	5	-10	-2	108	5	1724	4	4	-21	1.5
35	O=C(Cn1nc(C(F)(F)F)c2c1CCC2)Nc1ccccc1C(F)(F)F	.	-3	-6	-2	102	-4	1664	0	5	.	3.0
36	COC(=O)C1=C(C)N(C)C(=S)N(C)C1c1ccc(OC)cc1 (configuration not stated)	1.2	0	-14	2	98	-2	1344	-3	-5	-17	-1.0
37	CN(C(=O)c1cccnc1)c1nnc(-c2ccccn2)s1	0.83	1	8	11	92	4	1674	2	-39	-24	0.8
38	CCC(=O)NCCCCCCCCCNC(=O)CC	0.77	-4	0	1	102	7	1572	0	-6	-11	0.8
39	COc1ccccc1-c1cc(C(=O)NCCN2CCOCC2)no1	0.023	6	9	5	100	1	1556	3	1	-27	0.8
40	COCC(=O)N(C)c1nnc(-c2ccccn2)s1	.	-10	-5	7	97	3	1441	-5	-10	-14	1.8
41	CCOc1cc(C(=O)NC)cc(Br)c1OC	-0.58	4	-4	6	95	-5	1474	0	6	-25	2.0
42	Cn1cc(C(=O)N/N=C/C=C/c2ccccc2)ccc1=O	.	-7	3	-6	104	2	1637	7	-5	-6	-0.3
43	CCN1CCN(c2ccc(S(=O)(=O)N3CCCC3)cn2)CC1	0.4	5	-9	3	99	6	1381	-2	-7	-3	2.9
44	CCOC(=O)C1=C(C)C(c2cccc(Oc3ccccc3)c2)NC(=S)N1 (configuration not stated)	-0.4	10	-10	9	93	6	1691	1	13	-5	6.1
45	O=C(NCCCN1CCOCC1)/C(=C/c1ccc(F)cc1)NC(=O)c1ccccc1	0.068	2	-3	-4	105	-5	1363	-1	-3	-11	1.5
46	CN(C)c1nccc(NCc2ccccc2)c1C#N	0.028	10	-16	26	80	11	1637	3	-13	-2	0.5
47	O=C(NCC(=O)N1CCN(c2ncccn2)CC1)c1cccs1	.	0	3	-13	112	-3	1408	-5	-13	.	0.0
48	C[n+]1c2n(c3ccccc31)N=C(c1ccc(-c3ccccc3)cc1)CS2	-0.83	-5	-10	66*	46	-4	1340	-2	29	-18	-1.4
49	COCCNS(=O)(=O)c1ccc(OCC(=O)OC)c(Cl)c1	.	1	0	6	100	5	1677	4	3	-7	1.4
50	Cc1cc(NC(=O)C2CCCCC2C(=O)O)no1 (configuration not stated)	.	10	1	10	93	3	1452	15	7	3	0.9
51	COc1cc(OC)c(NC(=O)c2ccc(F)cc2)cc1Cl	0.3	-8	-16	16	89	-7	1472	2	1	1	0.1
52	C/C(=N\NC(=O)C1CC1)c1ccc(N2CCOCC2)cc1	0.092	3	-2	11	94	-1	1704	4	-7	0	0.4
53	O=C(CCN1C(=O)COc2ccccc21)NCc1cccs1	0.83	-4	0	13	95	-1	1736	8	-6	7	1.0
54	COc1cccc(N(CC(=O)O)S(=O)(=O)c2ccccc2)c1	.	4	0	8	97	0	1572	11	6	-32	2.9
55	O=C1CSC(=NC2CCCCC2)N1	.	0	-14	13	92	0	1466	5	-3	-20	-0.2
56	C#C[C@]1(O)CC[C@H]2[C@@H]3CCc4cc(OC5CCCC5)ccc4[C@H]3CC[C@@]21C	.	3	.	.	.	-9	1464	0	.	11	.

New compounds follow
nr	smiles	ROMK mod	PPARg SRC-2 ag	TLR4 MyD88 comp	STAT3 blocker	STAT3 act	PPARg SRC-1 ag	SRC2 TRFRET art	PPARg SRC-3 ag	STAT1 blocker	S1P3 antag	RAM network inh
57	COc1ccc(/C=N/NC(=O)CNC(=O)C2COc3ccccc3O2)cc1OC (configuration not stated)	0.092	1	-6	6	96	7	1403	-3	1	-7	0.8
58	Cc1cc(Cl)ccc1OCC(=O)NCCCn1ccnc1	0.74	8	-5	1	98	3	1610	1	-2	-11	1.1
59	Cc1ccc2nc(NC(=O)CSc3nc4ccccc4o3)sc2c1	-1.3	1	9	-4	109	-5	1544	-2	-7	.	0.8
60	CC1CCCC(NC(=O)COC(=O)Cc2ccc(Br)cc2)C1C (configuration not stated)	-0.55	5	-8	1	102	-4	1526	4	-2	-13	1.1
61	CC(C)C(=O)N1CCN(c2ccccc2NC(=O)c2ccc(C#N)cc2F)CC1	.	10	2	-42	137*	7	1676	-1	-5	1	1.1
62	Cc1nn(Cc2ccccc2Cl)c(C)c1C(=O)NCCN1C(=O)S/C(=C\c2ccccc2)C1=O	0.0082	18	1	5	98	23*	1519	23*	-7	-3	2.0
63	Cn1c(=O)c(=O)n(C)c2cc(S(=O)(=O)Nc3ccc(OC(F)(F)F)cc3)ccc21	0.1	12	0	16	92	6	1708	-2	4	.	2.8
64	CCc1ccc(N2CC(C(=O)NCc3ccco3)CC2=O)cc1 (configuration not stated)	0.3	3	4	3	98	6	1572	-7	-3	.	0.4
65	CCOC(=O)c1cc(CC)sc1/N=C/C1C(=O)CCCC1=O	0.38	11	5	0	101	8	1554	-2	-4	-13	0.5

3 compounds from above, sorted by the value under STAT3 act, highest first:
nr	SMILES	STAT3 act
8	O=C(NCCN=C1NS(=O)(=O)c2ccccc21)c1ccncc1	106
28	COC(=O)c1c(C)[nH]c(C(=O)C(C)Sc2nnc(-c3cc(OC)c(OC)c(OC)c3)o2)c1C (configuration not stated)	93
46	CN(C)c1nccc(NCc2ccccc2)c1C#N	80
